Assay outcomes (PubChem)
TRAIL sens C8: sensitizes caspase-8 expressing cells to TRAIL; NB7+C8 cells + TRAIL, ATPlite viability luminescence; inhibition (viability loss, TRAIL sensitization), % at 10 µM; 360,000 compounds, 1% hits;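 active = compounds causing at least 50% loss of cell viability in the single-dose screen, relative to plate controls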
NOD2-RIPK2 inh: blocks binding of human NOD2 to RIPK2 | O43353 | CHO BLA complementation NOD2-RIPK2, CCF4 ratio | inhibition, % at 4.98 µM | 360,000 compounds, 0.38% hits | AID 624267; in the data active = inhibition above about 21%;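 note: 0% = vehicle only and 100% = reference blocker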
Target sequence (O43353 whole entry, looked up): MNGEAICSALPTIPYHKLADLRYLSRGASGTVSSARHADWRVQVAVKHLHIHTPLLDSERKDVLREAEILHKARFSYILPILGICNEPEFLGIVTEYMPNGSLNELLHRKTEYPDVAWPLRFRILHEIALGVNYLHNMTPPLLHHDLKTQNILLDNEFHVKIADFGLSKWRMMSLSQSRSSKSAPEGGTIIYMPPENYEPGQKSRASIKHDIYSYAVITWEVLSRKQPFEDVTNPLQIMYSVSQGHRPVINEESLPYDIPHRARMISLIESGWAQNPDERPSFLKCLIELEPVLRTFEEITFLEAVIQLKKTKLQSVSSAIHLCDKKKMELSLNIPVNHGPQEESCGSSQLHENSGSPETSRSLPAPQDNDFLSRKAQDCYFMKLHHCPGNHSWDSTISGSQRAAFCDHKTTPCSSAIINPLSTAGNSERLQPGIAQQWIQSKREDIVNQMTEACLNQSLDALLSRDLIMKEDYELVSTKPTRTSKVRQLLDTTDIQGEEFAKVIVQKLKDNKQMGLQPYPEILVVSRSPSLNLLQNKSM
SRC2 inh: human SRC2 (NCOA2) inhibition | Q15596 | HEK293 GAL4-SRC2 luciferase reporter, luminescence | inhibition, % at 9 µM | 370,000 compounds, 0.17% hits | AID 651957;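 active = inhibition above the mean inhibition of all tested compounds plus 3 SD, set per campaign, cut at about 52% in these data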;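 note: 0% = DMSO treated cells and 100% = cells given Gossypol at 36 µM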
NR2F2 inh: NR2F2 (human) inhibition, primary screen. P24468. HEK293T NGFI-A luciferase reporter, luminescence. inhibition, % at 8.6 µM. 370,000 compounds, 0.7% hits. AID 686940;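 active = inhibition above a per-plate cutoff, mean inhibition of test wells between control levels plus 3 SD, cut at about 38% in these data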;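 note: cells cotransfected with COUP-TFII expression vector driving the NGFI-A reporter; 0% = median of COUP-TF2 test wells and 100% = reporter-only cells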
TLR9-MyD88 block: TLR9-MyD88 interaction inhibition; Q9NR96+Q99836; inhibition, % at 4.98 µM; CHO BLA complementation TLR9-MyD88, CCF4 FRET ratio; 340,000 compounds, 0.21% hits;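 active = inhibition above the mean over all tested compounds plus 3 SD, cut at about 21% in these data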;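 note: 0% = DMSO only wells and 100% = clavulanate BLA inhibitor control wells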
SRC3 inh: human NCOA3 inhibition | Q9Y6Q9 | HEK293 GAL4-SRC3 luciferase reporter, luminescence | inhibition, % at 3.6 µM | 360,000 compounds, 0.17% hits | AID 588352;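 active = inhibition above a per-campaign cutoff, the mean of all compounds plus 3 SD, cut at about 60% in these data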;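 note: 0% = DMSO-treated cells and 100% = gossypol-treated cells at 36 µM; higher means less SRC3-driven luciferase light from the GAL4 reporter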
SRC1 inh: inhibits human SRC1 coactivator. inhibition, % at 3.6 µM. 360,000 compounds, 0.12% hits. HEK293 GAL4-SRC1 luciferase reporter, luminescence. Q15788;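 active = inhibition above the campaign mean plus 3 SD, with each screening campaign given its own cutoff, cut at about 60% in these data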;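 note: 0% = DMSO treated cells and 100% = gossypol at 36 µM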
EBV LMP1 NFkB: inhibitors of Epstein-Barr LMP1-induced NF-kappaB reporter; AID 504558; 350,000 compounds, 0.69% hits; LMP1-induced NF-kappaB luciferase reporter cells, luminescence; inhibition, % at 12.5 µM; in the data active = inhibition above about 41%;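 note: 0% = neutral control wells and 100% = reference inhibitor control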
Vif imaging: blocks HIV Vif function; HEK293T cells, Vif self-association by quenched fluorescence, imaging, 24 h; inhibition, % at 7.49 µM; 340,000 compounds, 0.35% hits; in the data active = inhibition above about 50%, passing the limit was not always enough; note: some results filed as inactive read as strong as hits
NR5A2 inv ag: inverse agonists of human LRH-1 (NR5A2) | HEK293T StAR-luciferase reporter, LRH-1 transfected, 24 h | O00482 | inhibition, % at 3.6 µM | 360,000 compounds, 0.13% hits;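 active = inhibition above the mean inhibition of all tested compounds plus 3 SD, cut at about 73% in these data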;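 note: 0% = DMSO wells and 100% = reporter-only cells lacking LRH-1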
Target sequence (O00482 whole entry, looked up): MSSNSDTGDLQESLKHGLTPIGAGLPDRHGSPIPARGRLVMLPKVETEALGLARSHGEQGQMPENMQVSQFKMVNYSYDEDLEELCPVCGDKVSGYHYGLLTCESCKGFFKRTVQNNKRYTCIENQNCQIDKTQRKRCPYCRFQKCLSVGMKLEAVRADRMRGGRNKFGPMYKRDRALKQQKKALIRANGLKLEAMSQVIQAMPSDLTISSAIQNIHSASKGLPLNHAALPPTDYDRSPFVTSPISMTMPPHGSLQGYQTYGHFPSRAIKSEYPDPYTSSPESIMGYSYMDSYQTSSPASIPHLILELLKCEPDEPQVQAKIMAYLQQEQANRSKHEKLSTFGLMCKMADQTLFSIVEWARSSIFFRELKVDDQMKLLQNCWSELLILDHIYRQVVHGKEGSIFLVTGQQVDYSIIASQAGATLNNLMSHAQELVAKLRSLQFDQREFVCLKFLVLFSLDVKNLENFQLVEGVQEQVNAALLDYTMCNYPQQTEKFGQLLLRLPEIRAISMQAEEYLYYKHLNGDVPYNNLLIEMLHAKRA
TROY NFkB inh: inhibitors of TROY-dependent NF-kB signaling. Q293 LMP1-TROYcd NF-kB luciferase reporter, 4 h. inhibition, % at 10 µM. 360,000 compounds, 0.98% hits. AID 1347056;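 active = compounds whose plate-normalised and pattern-corrected inhibition of the luciferase reporter signal at the single screening dose is 50% or more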
Starred values were filed as active, the others as inactive; / = no result given.

SMILES	TRAIL sens C8	NOD2-RIPK2 inh	SRC2 inh	NR2F2 inh	TLR9-MyD88 block	SRC3 inh	SRC1 inh	EBV LMP1 NFkB	Vif imaging	NR5A2 inv ag	TROY NFkB inh
CCOC(=O)CSc1ccc2nnc(-c3cccnc3)n2n1	10	-7	-5	-13	3	8	-6	3	/	15	-10
O=C(Nc1ccc(Cl)c(-c2nc3ccccc3[nH]2)c1)c1ccc2c(c1)OCO2	4	-3	-2	-7	-10	2	6	-7	-12	4	-57
O=C1[C@H](Oc2ccccc2)[C@@H](c2ccccc2)N1c1ccncc1	14	1	19	-11	3	15	8	11	18	-27	56*
CCCN(CC(=O)Nc1ccc(Cl)cc1Cl)Cc1cc(=O)n2ccsc2n1	3	10	-6	12	7	9	-36	-11	-5	-16	-25
COc1cc(/C=N/Nc2nc(Nc3ccccc3)nc(N3CCCCC3)n2)ccc1OCC(=O)O	23	-15	19	-7	-1	11	5	-3	-1	-7	-13
CCOc1ccc(S(=O)(=O)NCc2cccnc2)cc1NC(=O)c1ccccc1	-16	-2	-8	-8	16	-2	-5	-15	24	-21	-18
Cc1cc(Cl)ccc1NC(=S)Nc1ccccn1	5	-11	-17	-22	-6	-75	-58	-35	-7	-71	-27
CCCN1C(=O)/C(=C/c2ccc(C)o2)SC1=Nc1ccc(OC)cc1	-2	4	-1	12	-2	-18	-1	4	5	-5	-3
Cn1nc(C(C)(C)C)cc1NC(=O)C1(C)CCN1C(=O)Cc1ccc(-c2ccccc2)cc1 (stereo not drawn)	15	12	19	19	/	-14	7	/	0	-8	23
CN(C)c1ccc(C=NNc2ccccn2)c(Cl)c1	5	-20	-43	-31	-2	-91	-69	-22	4	-83	-54
Cc1sc(NC(=O)c2ccco2)c(CN2CCC(C)CC2)c1C	4	2	-14	-12	2	-11	-4	7	-2	-31	-26
CCc1nc2c(OCc3ccc(F)cc3)cccn2c1N(C)C(=O)COc1ccccc1	8	-38	13	2	/	7	-6	/	-6	8	-2
CC(C)(C)C(=O)Nc1ccc(C(=O)OC2CCCCC2)cc1	2	12	/	/	3	-67	-150	-78	14	-130	30
CC(C)c1ccc(S(=O)(=O)N2CCN(CC(O)CN3CCOCC3)CC2)cc1 (stereo not drawn)	0	-10	11	4	-3	13	-13	-1	-2	12	3
O=C(/C=C/c1cccc([N+](=O)[O-])c1)NCC1CCCO1 (stereo not drawn)	-4	4	-5	-4	3	1	-4	-2	10	-2	2
CC(C)CC(NC(=O)C1CCCN1C(=O)[C@@H](C)NC(=O)OCc1ccccc1)C(=O)NCC(N)=O (stereo partly drawn)	11	-10	-8	11	-3	-20	7	-7	-11	7	-46
O=C(O)C(Cc1c[nH]c2ccccc12)N1C(=O)c2ccccc2C1=O (stereo not drawn)	9	-10	-17	2	3	9	-2	-8	6	14	9
O=C(O)CC(c1ccc(Br)cc1)N1Cc2ccccc2C1=O (stereo not drawn)	17	-12	-4	3	-5	13	4	-4	10	-1	9
CCc1ccc(NC(=O)c2cc(S(=O)(=O)N3CCc4ccccc43)cn2C)cc1	8	10	9	-3	-6	21	10	-5	/	-5	12
Cc1cc(C)cc(NC(=O)[C@H](Cc2c[nH]c3ccccc23)NC(=O)[C@@H]2Cc3ccccc3CN2)c1	3	-9	-12	1	5	3	-3	1	-5	-3	10
CCOC(=O)c1sc(NC(=O)CSc2nnc(C(C)C)n2CC)nc1C	-4	-2	5	5	-18	-13	6	-9	-21	-18	3
COc1ccccc1NS(=O)(=O)c1cccc(C(=O)N/N=C/c2c(C)nn(-c3ccccc3)c2N2CCCC2)c1	10	-1	18	17	-2	0	16	3	2	-3	17
CCOC(=O)c1[nH]c(C)c(C(=O)N2CCCC(Nc3ccc(C)c(C)c3)C2)c1C (stereo not drawn)	0	-13	-6	-6	-1	-33	5	7	-3	-6	2
CCCC(C(=O)N1CCOCC1)N1C(=O)C2C3C=CC(C3)C2C1=O (stereo not drawn)	-3	0	9	0	-8	-10	6	12	-1	13	-17

2 entries drawn at random from those above:
SMILES	TRAIL sens C8	NOD2-RIPK2 inh	SRC2 inh	NR2F2 inh	TLR9-MyD88 block	SRC3 inh	SRC1 inh	EBV LMP1 NFkB	Vif imaging	NR5A2 inv ag	TROY NFkB inh
COc1cc(/C=N/Nc2nc(Nc3ccccc3)nc(N3CCCCC3)n2)ccc1OCC(=O)O	23	-15	19	-7	-1	11	5	-3	-1	-7	-13
Cc1sc(NC(=O)c2ccco2)c(CN2CCC(C)CC2)c1C	4	2	-14	-12	2	-11	-4	7	-2	-31	-26

(next part)
SMILES	TRAIL sens C8	NOD2-RIPK2 inh	SRC2 inh	NR2F2 inh	TLR9-MyD88 block	SRC3 inh	SRC1 inh	EBV LMP1 NFkB	Vif imaging	NR5A2 inv ag	TROY NFkB inh
Cn1ccc2c(N3CCOCC3)cc3c(c21)C1CCC3C1 (stereo not drawn)	-13	8	0	4	/	11	5	/	/	11	-7
COC(=O)c1ccc(N2CCN(C)CC2)c(NC(=O)COc2cccc(C)c2)c1	2	-11	0	-1	-18	10	-12	-2	-2	8	14
Cc1cc(C)c(OCC(=O)OCC(=O)NNC(=O)c2ccccc2F)c(C)c1	5	-7	-11	7	-9	21	2	1	14	7	9
O=C1NC(c2ccccc2)C(c2ccccc2)N1 (stereo not drawn)	-2	-12	7	-10	0	-6	-3	5	-6	10	-4
CCCC(=O)N1CCC1(C)C(=O)NS(=O)(=O)c1cccc(C)c1 (stereo not drawn)	1	3	3	-10	/	5	-12	/	-10	12	1
N=c1c2c(n(Cc3ccc(Cl)c(Cl)c3)c3c1CCC3)CCCC2	65*	1	-46	64*	4	68*	63*	6	2	96*	45
Cc1ccc(-c2nnc(SCC(=O)NC3CCCc4ccccc43)n2N)cc1 (stereo not drawn)	-3	-20	2	1	0	11	-28	13	0	5	1
O=C(NCc1ccccc1)C1CCC(=O)N(CCN2CCOCC2)C1 (stereo not drawn)	-11	-9	-2	0	3	8	-25	-5	4	-11	12
Cc1ccc(/C=C2\SC(=S)N(CCC(=O)NNC(=O)c3ccncc3)C2=O)cc1	4	-13	-14	-5	/	14	-22	/	2	-10	-15
O=C1CCCC(O)=C1C1C2=C(CCCC2=O)OC2=C1C(=O)CCC2	-9	-5	-9	-3	-6	-3	-97	2	5	1	14
Cc1cc(C)cc(NC(=S)NC2CC3CCCC(C2)N3C2CC2)c1 (stereo not drawn)	-3	-3	6	13	6	15	-20	-1	6	6	-18
CCn1cc(C(=O)NCc2ccco2)c(=O)c2cc(F)c(N3CCN(C(=O)c4ccco4)CC3)cc21	-2	-7	-10	11	-1	-10	-11	-5	/	-4	4
Cc1cccc(Cc2cnc(NC(=O)C3=NCCN3)s2)c1	-5	4	0	18	4	4	12	-5	4	10	-16
CN(CC(=O)Nc1ccc(F)cc1)C(=O)COC(=O)c1cc(S(=O)(=O)N(C)C)ccc1N1CCCC1	-8	-1	-21	-10	-4	-2	4	-3	8	-11	-4
CS(=O)(=O)N(CC(=O)N1CCCCCC1)c1cccc(Br)c1	8	-6	-12	-10	5	-1	1	9	-1	7	-7
COc1ccccc1Cc1c(-c2cccc(Br)c2)nc2ccc(Br)cn12	-3	0	-44	-50	/	-56	-71	/	/	-61	-57
Cc1cc2occ(CC(=O)N(CC(C)C)c3c(N)n(Cc4ccccc4)c(=O)[nH]c3=O)c2cc1C	10	-10	-8	10	4	14	14	-1	-10	-8	-16
CCc1ccc(C(=O)COC(=O)C(Cc2ccccc2)NC(=O)c2ccc(Cl)cc2)cc1 (stereo not drawn)	-3	-8	5	3	0	0	5	5	-12	-6	-5
CCn1ccc(C(=O)NCCCN2CCCC2=O)n1	1	-3	-33	-8	-2	-34	-22	6	13	-11	-1
Cc1cc(-c2ccc(C)c(S(=O)(=O)NC(C)Cc3ccco3)c2)on1 (stereo not drawn)	19	2	5	-10	6	-38	-7	8	2	15	3
O=C(COC(=O)c1cnccn1)c1ccc2c(c1)CCCC2	1	-16	-15	-2	-11	-2	2	10	-8	1	12
COC(=O)C1(C)NC(c2ccccc2C)C2C(=O)N(c3ccccc3)C(=O)C21 (stereo not drawn)	-4	1	-5	7	-5	-28	-7	-8	16	12	6
NC(=O)CCC(=O)N1CCCC(C(=O)c2ccc3c4c(cccc24)CC3)C1 (stereo not drawn)	-5	-17	-25	-15	-3	9	-2	-8	2	-4	-6
O=C(OCC(=O)N1CCN(C(=O)c2ccco2)CC1)c1cc(-c2ccc(F)cc2)nc2ccccc12	13	-12	-2	-5	5	8	-20	5	2	18	2
Cc1ccc(/C(N)=N/OC(=O)c2cccc(F)c2)cc1	85*	4	-21	-23	7	-68	-67	-34	4	-62	-48
O=C(Nc1ccc(F)cc1F)N1CCC(c2nc3ccccc3o2)CC1	1	-2	-8	15	5	12	12	10	11	10	2
COc1ccc(Br)cc1C(=O)NCc1cccnc1	20	-4	-42	12	5	12	11	1	/	1	1
CC1(C)CC[C@]2(C(=O)O[C@@H]3OC(CO)[C@@H](O)[C@H](O)[C@H]3O)CC[C@]3(C)C(=CCC4[C@@]5(C)CC[C@H](O[C@@H]6OC(C(=O)O)[C@@H](O)[C@H](O)[C@H]6O)C(C)(C)C5CC[C@]43C)[C@@H]2C1 (stereo partly drawn)	5	0	-14	-18	-4	-6	-5	-33	20	-12	1
Cc1ccc(N/C=C(/C#N)c2ccsc2)cc1C	11	2	-48	-25	-9	-86	-130	-27	-9	-113	2
Cc1ccc(S(=O)(=O)N2CCN(CCC#N)CC2)cc1	8	-6	5	2	5	-11	-4	-1	24	13	2
Cc1ccc(C)c(S(=O)(=O)N2CCCCC2CCNC(=O)C(=O)NCc2ccccn2)c1 (stereo not drawn)	-15	0	-36	13	-5	-14	8	-4	-16	12	7
CCCCc1nnc(NC(=O)CSCc2cc(=O)n3c(C)csc3n2)s1	-3	-6	0	9	6	11	12	0	-3	-2	7
CC(=O)CCc1ccc(OC(=O)c2cccnc2)cc1	-10	-9	-2	-3	1	-5	-7	-1	37	-11	-35
O=C(c1ccc(Br)cc1)N1CCN(Cc2ccccc2)CC1	-5	-1	-13	1	0	2	-16	21	0	-11	-10
O=C(Nc1cccc(C(F)(F)F)c1)c1cccc(NS(=O)(=O)c2ccc(O)c(C(=O)O)c2)c1	5	-9	9	8	-11	-32	-7	-2	0	5	14
Cc1cc(C(=O)CSc2nnc(-c3cccnc3)n2-c2ccccc2F)c(C)n1CC1CCCO1 (stereo not drawn)	-7	-7	1	6	-9	3	10	-10	1	8	-18
O=C(NCCc1ccccc1)c1[nH]c(C(F)(F)F)nc1-c1ccccc1	14	-5	-38	-15	/	-1	5	/	-8	-27	8
Cc1cc(C)n(-c2nc(O)cc(=O)[nH]2)n1	9	2	-2	3	5	8	-4	-14	21	-15	-9
COc1ccc(Cl)cc1-c1cc(C(=O)NCC2CCCCC2)[nH]n1	8	4	-18	-11	/	8	7	/	-3	11	12
O=C(O)/C=C/c1ccc2c(-c3ccccc3)onc2c1	-8	8	-12	-12	-4	7	-8	-40	-4	-8	1
COc1ccc2ccc(OCC(=O)NCC3CCCO3)cc2c1 (stereo not drawn)	3	-8	9	-14	10	2	0	-5	5	3	-17
C#CCNc1nc(C(C)C)nc2c1nnn2Cc1ccccc1F	-4	9	-4	6	-8	23	7	4	-7	7	-4

An excerpt. The share of hits here may be higher or lower than overall.
